NadD block: NadD (S. aureus) enzyme inhibition. purified NadD enzyme, colorimetric absorbance read-out. inhibition, % at 20 µM. hit rate 0.78% among 360,000; in the data active means inhibition above about 26%; further: some compounds past the cut are filed as inactive
Rpn11 block: Rpn11 (human) deubiquitinase inhibition; O00487; human 26S proteasome, Ub4-pepOG fluorescence polarization; 20S core pre-blocked with epoxomicin; calls only at 20 µM; hit rate 0.59% among 360,000; AID 588493;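 active means inhibition at 20 µM, scaled to each plate's controls, above about 33%, limit read from the data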
Scp-1 inhibitor: inhibitors of human Scp-1 phosphatase; Q9GZU7; inhibition, % at 20 µM; AID 493091; hit rate 0.88% among 340,000; Recombinant Scp1, phosphopeptide, malachite green phosphate absorbance;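 active means inhibition above about 50% at 20 µM, limit read from the data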;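 further: plate controls were DMSO wells with enzyme for no effect and wells lacking enzyme for full effect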
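System: SCP-1 catalytic domain; Reagent: Phospho 17-mer peptide substrate; Doses: one concentration, 20 µM, with 1.0% DMSO; Incubation: 45 min room-temperature reaction, 5 min colour, 30 min stabiliser; Signal: Phosphate-binding colour reagent, absorbance read at 630 nm.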
DNMT1 inh: inhibitors of human DNMT1; DNMT1 molecular beacon, Hinp1I cleavage, fluorescence; inhibition (reported as % activation of signal), % at 10 µM; hit rate 0.83% among 360,000; in the data active means inhibition above about 50%
Target sequence (P26358 504-1616 limits assumed): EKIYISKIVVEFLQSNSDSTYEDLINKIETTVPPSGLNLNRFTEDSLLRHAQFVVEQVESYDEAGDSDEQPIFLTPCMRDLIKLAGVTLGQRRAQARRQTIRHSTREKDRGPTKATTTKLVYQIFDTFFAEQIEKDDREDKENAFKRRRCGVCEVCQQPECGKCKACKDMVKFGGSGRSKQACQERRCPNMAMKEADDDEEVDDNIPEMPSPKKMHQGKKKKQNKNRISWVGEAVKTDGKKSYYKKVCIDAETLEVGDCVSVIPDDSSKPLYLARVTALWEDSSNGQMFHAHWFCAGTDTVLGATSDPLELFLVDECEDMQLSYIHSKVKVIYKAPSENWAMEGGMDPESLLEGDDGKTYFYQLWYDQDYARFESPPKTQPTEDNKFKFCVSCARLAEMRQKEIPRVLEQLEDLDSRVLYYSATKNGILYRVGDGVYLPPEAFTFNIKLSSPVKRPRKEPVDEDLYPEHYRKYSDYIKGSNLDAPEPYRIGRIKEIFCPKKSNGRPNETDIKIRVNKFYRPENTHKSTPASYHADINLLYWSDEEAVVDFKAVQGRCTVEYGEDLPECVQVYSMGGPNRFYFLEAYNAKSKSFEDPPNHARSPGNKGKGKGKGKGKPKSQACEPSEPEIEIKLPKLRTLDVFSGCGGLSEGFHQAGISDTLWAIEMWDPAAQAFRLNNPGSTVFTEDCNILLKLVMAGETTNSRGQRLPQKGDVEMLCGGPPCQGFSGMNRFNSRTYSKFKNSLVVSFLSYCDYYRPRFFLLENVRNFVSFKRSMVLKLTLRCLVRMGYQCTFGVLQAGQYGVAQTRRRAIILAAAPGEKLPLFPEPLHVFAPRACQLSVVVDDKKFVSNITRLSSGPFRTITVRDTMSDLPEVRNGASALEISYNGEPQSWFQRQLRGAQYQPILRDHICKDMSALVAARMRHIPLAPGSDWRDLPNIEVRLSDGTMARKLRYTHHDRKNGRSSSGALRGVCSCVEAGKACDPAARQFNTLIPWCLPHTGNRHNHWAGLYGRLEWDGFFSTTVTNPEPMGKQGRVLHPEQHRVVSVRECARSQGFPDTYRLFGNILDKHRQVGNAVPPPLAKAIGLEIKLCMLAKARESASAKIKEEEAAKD
SUMO1 PPI mod: SUMO1-SIM interaction modulation; AID 602429; P63165; SUMO1 binding to a labelled peptide, TR-FRET, 1 h; inhibition, % at 20 µM; hit rate 0.33% among 360,000; in the data active means inhibition above about 37%
STEP block: inhibitors of human striatal-enriched phosphatase STEP; P54829; recombinant STEP, OMFP fluorogenic substrate, fluorescence; inhibition, % at 20 µM; hit rate 0.25% among 360,000; AID 588621;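 active means inhibition at 20 µM, scaled per plate between control wells, above about 37%, limit read from the data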;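 further: 0% = DMSO with enzyme and substrate and 100% = substrate only without enzyme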
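Test system: STEP tyrosine phosphatase / Reagent: OMFP at 25 µM / Doses: 20 µM, 1% DMSO / Read-out: percent inhibition scaled to no-enzyme and uninhibited-enzyme controls, plate-pattern corrected / Detection: FITC-channel fluorescence of OMFP product / Medium: Bis-Tris buffer pH 6.0, 2.5 mM DTT, 0.005% Tween 20 / Schedule: 20 min at room temperature, dark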
LMPTP inh: blocks human LMPTP phosphatase; recombinant LMPTP-A, OMFP fluorogenic substrate, fluorescence intensity; inhibition, % at 20 µM; hit rate 0.22% among 360,000; AID 651560;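 active means compounds that cut the enzyme signal by at least half of the control window in the single-dose screen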;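 further: plate controls were DMSO wells with enzyme plus substrate for no effect and substrate without enzyme for full effect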
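Test system – LMPTP-A phosphatase enzyme · Quantity – 0.625 nM LMPTP-A final · Reagent – OMFP substrate, 400 µM final · Dosing – one test concentration per compound, 20 µM, with 3% DMSO overall · Timing – 50 min enzyme reaction at room temperature, protected from light · Detection – fluorescence intensity · Controls – substrate-only low control, DMSO enzyme-plus-substrate high control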
CendR NRP1 mod: alters CendR peptide binding to human NRP-1; O14786; inhibition, % at 25 µM; hit rate 0.85% among 360,000; FAM-RPARPAR peptide binding to NRP-1, fluorescence polarization; AID 602438;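 active means inhibition or corrected inhibition above about 18%, plus a signal ratio from 0.5 to 1.5, limit read from the data, passing the limit was not always enough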; further: strong numbers were not always called active
MT1-MMP act inh: inhibitors of human MT1-MMP activation; P50281; HT1080 RFP-PRO-GFP cells, GFP/RFP ratio fluorescence, overnight; percent of plate control window, DMSO zero; GFP/RFP ratio change, % at 20 µM; hit rate 0.061% among 360,000; AID 651647;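 active means GFP/RFP ratio change of at least 30% with cell ATP level not reduced by more than half and red fluorescence within 50% of control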; further: strong numbers were not always called active
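Compound: 20 µM single dose, 1% DMSO / System: HT1080 RFP-PRO-GFP cells / Controls: DMSO and RFP-L50D-GFP cell wells / Read-out basis: GFP/RFP fluorescence ratio / Schedule: overnight compound exposure at 37 °C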
SKN-1 inh: C. elegans SKN-1 inhibition. AID 624304. C. elegans VP596 Pgst-4::GFP/RFP ratio, acrylamide-induced, 24 h. hit rate 0.49% among 360,000. inhibition, % at 21.8 µM;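 active means interference check ratio from 0.5 to 1.5 plus GFP to RFP signal ratio inhibition reaching or exceeding a fixed threshold, cut at about 30% in these data, passing the limit was not always enough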; further: some compounds called inactive have numbers as strong as hits
* = called active by the depositor.

For C[C@H](NC(=O)c1nc[nH]c1C(=O)NCc1ccc(CNC(=O)OC(C)(C)C)cc1)C(=O)OC(C)(C)C the results were NadD block 13, Rpn11 block inactive, Scp-1 inhibitor -3, DNMT1 inh -11, SUMO1 PPI mod 4, STEP block -2, LMPTP inh 2.8, CendR NRP1 mod 7, MT1-MMP act inh 7 and SKN-1 inh 3.
Nc1ccc(-c2nc3cc([N+](=O)[O-])ccc3o2)cc1 was read as NadD block 6, Rpn11 block inactive, Scp-1 inhibitor 0, DNMT1 inh -11, SUMO1 PPI mod -15, STEP block 0, LMPTP inh 1.9, CendR NRP1 mod -10, MT1-MMP act inh 3 and SKN-1 inh 10.
For Cn1c(=O)nc2n(Cc3ccccc3)c3ccccc3cc-2c1=O the results were NadD block -2, Rpn11 block inactive, Scp-1 inhibitor 19, DNMT1 inh -4, SUMO1 PPI mod -20, STEP block 5, LMPTP inh -0.8, CendR NRP1 mod -20, MT1-MMP act inh -3 and SKN-1 inh 6.
For COc1ccc(N2CCN(c3nc4cc(C)ccc4cc3C=O)CC2)cc1 the results were NadD block -4, Rpn11 block inactive, Scp-1 inhibitor -9, DNMT1 inh -3, SUMO1 PPI mod -21, STEP block 2, LMPTP inh 4.5, CendR NRP1 mod -4, MT1-MMP act inh 0 and SKN-1 inh 10.
`O=S(=O)(c1cc(-c2nnc(-c3ccc(Br)cc3)o2)ccc1Br)N1CCCCCC1` gave NadD block 4, Rpn11 block inactive, Scp-1 inhibitor -10, DNMT1 inh 1, SUMO1 PPI mod -2, STEP block 2, LMPTP inh 2.5, CendR NRP1 mod 9, MT1-MMP act inh 3 and SKN-1 inh -17.
Screening COc1ccc(-c2cc(C(=O)NCCCn3ccnc3)no2)cc1OC returned NadD block -4, Rpn11 block inactive, Scp-1 inhibitor 0, DNMT1 inh -2, SUMO1 PPI mod -5, STEP block 1, LMPTP inh -4.6, CendR NRP1 mod -3, MT1-MMP act inh 5 and SKN-1 inh -25.
For O=C(COc1ccc2cc(-c3ccccc3)c(=O)oc2c1)NCC1CCC(C(=O)O)CC1 (stereo not given) the results were NadD block -4, Rpn11 block inactive, Scp-1 inhibitor 28, DNMT1 inh -1, SUMO1 PPI mod -11, STEP block -2, LMPTP inh 0.7, CendR NRP1 mod -7, MT1-MMP act inh -1 and SKN-1 inh 3.
Cc1cc(Br)ccc1OCCN1CC(C)OC(C)C1 (stereo not given) was read as NadD block -9, Rpn11 block inactive, Scp-1 inhibitor -9, DNMT1 inh 0, SUMO1 PPI mod -3, STEP block -1, LMPTP inh 0.2, CendR NRP1 mod -6, MT1-MMP act inh 4 and SKN-1 inh 7.
For CCc1cccc(C)c1NC(=O)COC(=O)CNS(=O)(=O)/C=C/c1ccccc1 the results were NadD block -9, Rpn11 block inactive, Scp-1 inhibitor -5, DNMT1 inh -4, SUMO1 PPI mod -5, STEP block -3, LMPTP inh -1.1, CendR NRP1 mod -11, MT1-MMP act inh 4 and SKN-1 inh -1.
For CCOc1ccc2oc(-c3ccccc3)c(C(=O)O)c2c1 the results were NadD block 1, Rpn11 block inactive, Scp-1 inhibitor -13, DNMT1 inh -1, SUMO1 PPI mod -1, STEP block -3, LMPTP inh 0.1, CendR NRP1 mod 6, MT1-MMP act inh 6 and SKN-1 inh -5.
For O=C(NCC(=O)N(c1ccccc1F)C(C(=O)NC1CCCC1)c1cccnc1)c1ccco1 (stereo not given) the results were NadD block -2, Rpn11 block inactive, Scp-1 inhibitor -6, DNMT1 inh 3, SUMO1 PPI mod 2, STEP block 0, LMPTP inh 0.0, CendR NRP1 mod 0, MT1-MMP act inh -3 and SKN-1 inh -9.
For Cc1nn(C)c(C)c1S(=O)(=O)N1CCCC(C(=O)N2CCN(c3ccccc3)CC2)C1 (stereo not given) the results were NadD block 1, Rpn11 block inactive, Scp-1 inhibitor -1, DNMT1 inh 0, SUMO1 PPI mod 3, STEP block 3, LMPTP inh -0.7, CendR NRP1 mod -8, MT1-MMP act inh -1 and SKN-1 inh -8.
For NNC(=S)Nc1ccc(S(=O)(=O)N2CCOCC2)cc1 the results were NadD block -1, Rpn11 block inactive, Scp-1 inhibitor -2, DNMT1 inh -4, SUMO1 PPI mod 6, STEP block 1, LMPTP inh -1.3, CendR NRP1 mod -4, MT1-MMP act inh 1 and SKN-1 inh 1.
`CCN(CC)CCN1C(=O)c2cccc3cc(N)cc(c23)C1=O` gave NadD block 4, Rpn11 block inactive, Scp-1 inhibitor -6, DNMT1 inh 30, SUMO1 PPI mod -29, STEP block 3, LMPTP inh 9.9, CendR NRP1 mod 60, MT1-MMP act inh -37 and SKN-1 inh -23.
Screening COc1ccc(C(C(=O)NC2CCCC2)N(C(=O)c2ccco2)c2cc3c(cc2C(C)=O)OCO3)cc1OC (stereo not given) returned NadD block -4, Rpn11 block inactive, Scp-1 inhibitor 1, DNMT1 inh 4, SUMO1 PPI mod -1, STEP block -4, LMPTP inh -0.9, CendR NRP1 mod 4, MT1-MMP act inh 1 and SKN-1 inh 1.
Screening COc1ccc(C2NC(=S)NC3=C2CCc2ccccc23)cc1OC (stereo not given) returned NadD block 9, Rpn11 block inactive, Scp-1 inhibitor -1, DNMT1 inh -2, SUMO1 PPI mod -8, STEP block 0, LMPTP inh -3.8, CendR NRP1 mod 4, MT1-MMP act inh 5 and SKN-1 inh 12.
`CCOC(=O)[C@@H]1[C@H]2COc3ccc(Br)cc3[C@@H]2N2C(=O)N(c3ccc(Br)cc3)C(=O)[C@]12C` gave NadD block 0, Rpn11 block inactive, Scp-1 inhibitor -14, DNMT1 inh -2, SUMO1 PPI mod -3, STEP block 1, LMPTP inh 3.0, CendR NRP1 mod 9, MT1-MMP act inh -1 and SKN-1 inh 4.
Cc1cc(C)cc(NC(=O)C(=O)NCCCN2CCCC2=O)c1 was read as NadD block -5, Rpn11 block inactive, Scp-1 inhibitor 0, DNMT1 inh 0, SUMO1 PPI mod 7, STEP block 0, LMPTP inh 1.7, CendR NRP1 mod 2, MT1-MMP act inh 1 and SKN-1 inh -5.
`CCOc1ccc(CNC(=O)C2CCC(=O)N2C2CCCC2)cc1OC` (stereo not given) gave NadD block -6, Rpn11 block inactive, Scp-1 inhibitor 13, DNMT1 inh 0, SUMO1 PPI mod -2, STEP block 0, LMPTP inh -0.9, CendR NRP1 mod -5, MT1-MMP act inh -3 and SKN-1 inh 1.
Cc1ccc(NC(=O)N(Cc2ccc3c(c2)OCO3)Cc2cc3cc4c(cc3[nH]c2=O)OCCO4)cc1 was read as NadD block 34*, Rpn11 block inactive, Scp-1 inhibitor -6, DNMT1 inh -4, SUMO1 PPI mod -2, STEP block -2, LMPTP inh 4.5, CendR NRP1 mod 11, MT1-MMP act inh -33 and SKN-1 inh 17.
Screening COc1ccc(-c2ccccc2)cc1NC(=O)C1(C)CCN1C(=O)C(C)C (stereo not given) returned NadD block -1, Rpn11 block inactive, DNMT1 inh -9, SUMO1 PPI mod 4, STEP block 3, LMPTP inh 0.6, CendR NRP1 mod 3, MT1-MMP act inh -3 and SKN-1 inh -7.
CCC(C)[C@H](NC(=O)NCc1ccc(Cl)cc1)C(=O)O (stereo not given in full) was read as NadD block -2, Rpn11 block inactive, Scp-1 inhibitor -6, DNMT1 inh 0, SUMO1 PPI mod 5, STEP block 0, LMPTP inh -1.4, CendR NRP1 mod 6, MT1-MMP act inh 4 and SKN-1 inh -5.
CCOC(=O)C1(CCOc2ccccc2)CCN(Cc2cccc(OC)c2)CC1 was read as NadD block -6, Rpn11 block inactive, Scp-1 inhibitor 21, DNMT1 inh 16, SUMO1 PPI mod 1, STEP block -2, LMPTP inh -1.8, CendR NRP1 mod 4, MT1-MMP act inh 2 and SKN-1 inh -1.
Screening O=C(CCn1nnc2ccccc21)N/N=C\Cc1ccccc1 returned NadD block 6, Rpn11 block inactive, Scp-1 inhibitor -3, DNMT1 inh 2, SUMO1 PPI mod 6, STEP block 0, LMPTP inh -0.3, CendR NRP1 mod -11, MT1-MMP act inh 0 and SKN-1 inh -11.
`CN(Cc1nccs1)C(=O)c1ccc2nc(Cc3ccccc3F)oc2c1` gave NadD block -3, Rpn11 block inactive, Scp-1 inhibitor -2, DNMT1 inh -1, SUMO1 PPI mod 0, STEP block 1, LMPTP inh -1.4, CendR NRP1 mod 8, MT1-MMP act inh 0 and SKN-1 inh -4.
`O=C(Nc1nc(-c2ccc(-c3ccccc3)cc2)cs1)C1CCCO1` (stereo not given) gave NadD block -4, Rpn11 block inactive, Scp-1 inhibitor -8, DNMT1 inh -7, SUMO1 PPI mod -1, STEP block 4, LMPTP inh 2.6, CendR NRP1 mod 4, MT1-MMP act inh 0 and SKN-1 inh 25.
For CC(=O)N1c2ccccc2N=C(c2ccc(C(F)(F)F)cc2)C1C(=O)NC(C)C (stereo not given) the results were SUMO1 PPI mod -26, LMPTP inh 1.1, CendR NRP1 mod -8, MT1-MMP act inh 0 and SKN-1 inh 4.
O=C(CSc1ccc([N+](=O)[O-])cn1)Nc1ccccc1N1CCOCC1 was read as NadD block -5, Rpn11 block inactive, Scp-1 inhibitor 1, DNMT1 inh -1, SUMO1 PPI mod -32, STEP block 3, LMPTP inh 0.2, CendR NRP1 mod 16, MT1-MMP act inh -1 and SKN-1 inh -6.
COc1ccc(CNC(C)C23CC4CC(CC(C4)C2)C3)c(OC)c1OC (stereo not given) was read as NadD block -10, Rpn11 block inactive, Scp-1 inhibitor 4, DNMT1 inh 2, SUMO1 PPI mod 1, STEP block 2, LMPTP inh -1.8, CendR NRP1 mod 3, MT1-MMP act inh -1 and SKN-1 inh 1.
Screening S=C(NCCCc1ccccc1)Nc1ccccc1 returned NadD block 2, Rpn11 block inactive, Scp-1 inhibitor -6, DNMT1 inh 1, SUMO1 PPI mod 8, STEP block 2, LMPTP inh 1.4, CendR NRP1 mod 10, MT1-MMP act inh 2 and SKN-1 inh 7.
COCCCNC(=O)COc1ccc(-c2nccc(-c3ccccn3)n2)cc1 was read as NadD block -3, Rpn11 block inactive, Scp-1 inhibitor -9, DNMT1 inh -1, SUMO1 PPI mod 2, STEP block 1, LMPTP inh -1.1, CendR NRP1 mod 3, MT1-MMP act inh -1 and SKN-1 inh 24.
For NC(=O)C1CCN(C(=O)CN2C(=O)c3ccccc3S2(=O)=O)CC1 the results were NadD block 7, Rpn11 block inactive, Scp-1 inhibitor 0, DNMT1 inh 5, SUMO1 PPI mod 4, STEP block -1, LMPTP inh -0.1, CendR NRP1 mod -7, MT1-MMP act inh 4 and SKN-1 inh 20.

Assay outcomes: PubChem BioAssay, Sanford-Burnham Center for Chemical Genomics

Not a hit list; 3.9% or so of the library scored in one or more.
